esBAF inh – blocks esBAF chromatin remodeling in mouse ES cells | Bmi1-luciferase knock-in reporter, 24 h; 100% = twice the neutral-well signal | reporter increase, % at 12.5 µM | actives 2% (n = 350,000) | AID 602393; in the data active means activation above about 40%;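 further: 0% = median of the plate's neutral control wells and 100% = double that signal; a rise in the Bmi1 reporter signal indicates esBAF inhibition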
ERAP1 HTS inh – blocks human ERAP1 aminopeptidase activity; Q9NZ08; recombinant ERAP1, Leu-AMC fluorescence, 60 min; inhibition, % at 10.7 µM; actives 0.15% (n = 340,000); AID 652197;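 active means mean replicate inhibition of at least 30%, or all replicates individually reaching that 30% level; inactive means mean below 30% and not every replicate reaching it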;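 further: 0% = neutral control wells and 100% = L-leucinethiol positive control wells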
Target sequence (Q9NZ08 whole entry, looked up): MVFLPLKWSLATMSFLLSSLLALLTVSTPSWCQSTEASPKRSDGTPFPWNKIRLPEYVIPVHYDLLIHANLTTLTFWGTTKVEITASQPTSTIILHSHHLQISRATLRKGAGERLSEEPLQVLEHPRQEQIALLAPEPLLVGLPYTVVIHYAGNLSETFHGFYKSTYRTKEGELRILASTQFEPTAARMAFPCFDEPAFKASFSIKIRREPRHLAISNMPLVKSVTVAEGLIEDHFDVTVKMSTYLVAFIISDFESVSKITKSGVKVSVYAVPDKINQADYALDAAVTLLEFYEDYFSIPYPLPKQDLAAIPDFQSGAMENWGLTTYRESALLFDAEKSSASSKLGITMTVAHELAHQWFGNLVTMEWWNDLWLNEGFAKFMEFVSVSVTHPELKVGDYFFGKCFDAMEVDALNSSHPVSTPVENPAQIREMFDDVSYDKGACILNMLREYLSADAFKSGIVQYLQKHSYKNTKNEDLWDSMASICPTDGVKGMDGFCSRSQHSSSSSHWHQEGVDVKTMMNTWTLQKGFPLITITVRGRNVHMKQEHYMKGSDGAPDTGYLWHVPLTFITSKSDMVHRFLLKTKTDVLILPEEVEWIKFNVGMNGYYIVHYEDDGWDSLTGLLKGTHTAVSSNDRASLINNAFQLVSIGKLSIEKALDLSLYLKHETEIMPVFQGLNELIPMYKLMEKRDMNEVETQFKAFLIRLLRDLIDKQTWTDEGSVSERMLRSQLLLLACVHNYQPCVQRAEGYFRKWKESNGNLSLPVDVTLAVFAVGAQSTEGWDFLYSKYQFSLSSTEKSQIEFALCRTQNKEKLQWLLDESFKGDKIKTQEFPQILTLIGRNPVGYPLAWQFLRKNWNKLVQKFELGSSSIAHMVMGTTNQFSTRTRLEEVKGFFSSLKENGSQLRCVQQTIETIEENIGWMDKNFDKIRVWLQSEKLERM
GSIS activator – GLuc luminescence reporter in INS-1E cells, primary screen for activators of glucose-dependent secretion of insulin. INS-1E GLuc reporter insulin secretion, 2-3 h. activation, % at 16.6 µM. actives 0.61% (n = 370,000);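 active means lowest replicate activation of at least 40%, so every replicate reaches that level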;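 further: 0% = median of neutral control wells and 100% = median of IBMX positive control wells; some compounds called inactive have numbers as strong as hits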
RAD52 anneal inh – inhibitors of human RAD52 DNA annealing; recombinant RAD52 DNA annealing, FRET fluorescence; inhibition, % at 18.7 µM; actives 0.46% (n = 360,000); AID 651710;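 active means every replicate showing at least 50% inhibition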
ARNT-TACC3 inh – ARNT/TACC3 interaction disruption; Q9Y6A5; AlphaScreen His-ARNT PAS-B/GST-TACC3 binding, luminescence; TACC3 fragment carries E629A point mutation; actives 0.66% (n = 390,000); inhibition, % at 9.99 µM;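 active means mean inhibition of replicates at least 50% and at least half of replicates each reaching 50%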;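 further: 0% = complete ARNT plus TACC3 wells and 100% = ARNT alone without TACC3; many hits fall short of the cut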
F508del corr – CFTR F508del correction in bronchial cells. CFBE cells, YFP halide quenching; stimulated with forskolin plus potentiator P3; % fluorescence drop versus neutral controls. activity (quench increase), % at 7.58 µM. actives 0.36% (n = 350,000). AID 720511;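 active means mean added fluorescence quench of at least 8% versus neutral control, with both replicates also reaching 8%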;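 further: cells transiently co-express mutant CFTR-F508del with the halide-sensitive YFP; corrector assay measuring rescue of mutant channel to the surface after 24 h compound exposure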
RAD54 inh – inhibitors of human RAD54 branch migration. RAD54 Holliday junction branch migration, FAM/BHQ fluorescence. inhibition, % at 10.4 µM. actives 0.14% (n = 360,000). AID 602329;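 active means mean normalized replicate activity at least 40 and at least half of replicates scoring 40 or more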;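 further: 0% = median of neutral control wells and 100% = median of positive control wells; inhibitors cause a drop in the FAM fluorescence signal; in these data hits start at about 50%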
XiGFP reactiv – X-chromosome reactivation activator; XiGFP mouse fibroblasts, % GFP-positive cells imaging, 3 d; cells co-treated with 5-aza-dC sensitizer; scaled so ellipticine positive control = 100%; activation, % at 7.58 µM; actives 0.055% (n = 360,000); AID 743238;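 active means mean normalized replicate activation at least 10% and every replicate at or above 10%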;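 further: 0% = median of on-plate neutral control wells and 100% = ellipticine 6 µM median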
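System: 68-5-11 XiGFP fibroblast line | Buffer or medium: DMEM containing 5-aza-dC | Compound: Single point | Times: Compounds 3 days, fix/stain 15 min at room temperature | Benchmarks: Positive control ellipticine, 6 µM final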
Numbers without * were called inactive; i = inactive; . = no result given; & = joins results of further samples.

smiles	esBAF inh	F508del corr	ARNT-TACC3 inh	ERAP1 HTS inh	RAD52 anneal inh	GSIS activator	RAD54 inh	XiGFP reactiv
C[C@@H]1CN([C@H](C)CO)S(=O)(=O)c2ccc(C#Cc3ccc(F)cc3)cc2O[C@H]1CN(C)C(=O)NC1CCCCC1	18	7.2	5	1	-2	-6	-4	-0.3
Cc1ccc(S(=O)(=O)N(C)C[C@@H]2Oc3ccc(NC(=O)Nc4ccc(C(F)(F)F)cc4)cc3CC(=O)N([C@H](C)CO)C[C@@H]2C)cc1	-4	7.6	9	-1	15	-10	18	0.6
O=S(=O)(c1ccc(Cl)cc1)N1[C@@H]2CNC[C@H]1C2c1ccc(-c2cccnc2)cc1 (stereo not given in full)	.	-0.4&1.3	.	-1&-5	21&-56	7&-2	.	0.0&0.1
CCN(CC)S(=O)(=O)c1c(Br)cc(C)cc1Br	2	1.0	-16	1	-8	-11	-5	.
O=C(O)CCc1ccc(-c2ccc(F)cc2)n1Cc1ccco1	-9	.	0	.	.	-4	3	.
CC1=C(C(=O)OC2CCCC2)C(c2coc3ccc(C)cc3c2=O)C2=C(CCCC2=O)N1 (stereo not given)	3	0.1	3	1	-26	2	-1	0.0
COc1ccc(NC(=O)c2ccc(CN3CCc4ccccc4C3)cc2)c(OC)c1	-2	2.5	-1	-6	-15	-16	5	0.0
CC(C)(C)C1CCC(C(=O)Nc2cccnc2)CC1 (stereo not given)	1	0.8	3	0	-1	-6	-7	0.5
CO[C@H]1CN(C)C(=O)c2cc(NC(=O)CC(F)(F)F)ccc2OC[C@@H](C)N(S(=O)(=O)c2cn(C)cn2)C[C@H]1C	-1	0.8	-2	2	-76	0	-6	-0.1
CCCc1cc(=O)[nH]c(SCC(=O)Nc2ccc(C(=O)Nc3ccccc3OC)cc2)n1	7	-2.0	-9	0	-23	.	1	0.4
CCCN1C[C@H](C)[C@H](OC)CN(C)C(=O)c2ccc(NC(=O)c3cccc(OC)c3)cc2OC[C@H]1C	2	2.4	0	5	23	8	7	0.3
CCN1C[C@@H]2[C@@H]3C(=O)N(Cc4ccccc4)C(=O)[C@@H]3[C@](CC)(C1=O)N2C(=O)c1ccc(F)cc1	-3	-6.6	0	-1	-16	-3	-5	0.0

A portion taken from the entries so far:
smiles	esBAF inh	F508del corr	ARNT-TACC3 inh	ERAP1 HTS inh	RAD52 anneal inh	GSIS activator	RAD54 inh	XiGFP reactiv
C[C@@H]1CN([C@H](C)CO)S(=O)(=O)c2ccc(C#Cc3ccc(F)cc3)cc2O[C@H]1CN(C)C(=O)NC1CCCCC1	18	7.2	5	1	-2	-6	-4	-0.3
Cc1ccc(S(=O)(=O)N(C)C[C@@H]2Oc3ccc(NC(=O)Nc4ccc(C(F)(F)F)cc4)cc3CC(=O)N([C@H](C)CO)C[C@@H]2C)cc1	-4	7.6	9	-1	15	-10	18	0.6
O=S(=O)(c1ccc(Cl)cc1)N1[C@@H]2CNC[C@H]1C2c1ccc(-c2cccnc2)cc1 (stereo not given in full)	.	-0.4&1.3	.	-1&-5	21&-56	7&-2	.	0.0&0.1

Additional records.
smiles	esBAF inh	F508del corr	ARNT-TACC3 inh	ERAP1 HTS inh	RAD52 anneal inh	GSIS activator	RAD54 inh	XiGFP reactiv
Cc1ccc(S(=O)(=O)N(C)C[C@@H]2Oc3ccc(NC(=O)CCN4CCOCC4)cc3CC(=O)N([C@@H](C)CO)C[C@@H]2C)cc1	8	3.4	-1	-2	5	8	0	0.2
CC#CC(=O)NC1CCCN(C2Cc3ccccc3C2)C1 (stereo not given)	6	1.4	-3	0	1	-7	-7	0.2
COc1cccc(C(=O)Nc2ccc(S(=O)(=O)N3CCCCC3)cc2)c1OC	-2	2.4	-1	-2	-2	-2	-13	0.1
C[C@@H]1CCCCO[C@@H](CN(C)S(=O)(=O)c2ccccc2)[C@H](C)CN([C@@H](C)CO)C(=O)c2cc(NC(=O)CCCN(C)C)ccc2O1	0	-1.6	-2	-4	15	1	10	0.0
CCC(O)C(C)(C)C (stereo not given)	-7	-1.9	.	6	-2	9	-16	.
COc1ccc(-n2ncc3c2CC(C)(C)CC3NC(=O)C2=CC(=O)CC(C)(C)O2)cc1 (stereo not given)	5	-0.1	3	3	-21	-17	-4	0.1
COc1cc(CC(=O)N(c2ccccc2)c2nc(C)cs2)cc(OC)c1OC	.	-1.8	0	15	-17	1	.	0.0
O=C(CN1CCOCC1)N1CC(=O)N2[C@H](CO)[C@@H](c3ccc(-c4cccc(F)c4)cc3)[C@H]2C1	.	-3.7	.	3	4	0	.	0.2
CC(=O)Nc1ccc(S(=O)(=O)Nc2ccc(S(=O)(=O)Nc3ncccn3)cc2)cc1	-5	0.0	-9	-3	-2	-1	-4	0.0
CN(CC(=O)Nc1ccc(Cl)c(Cl)c1)C1CCCCC1	1	0.0	-15	0	-3	2	-3	0.1
COc1cccc(NC(=O)CSc2nnnn2C2CCCCC2)c1	-6	-0.4	-4	-2	-2	1	12	-0.1
OCCC1CN(Cc2cnn(-c3ccc(F)cc3)c2)CCN1Cc1ccsc1 (stereo not given)	.	.	2	6	-18	11	.	0.0
CCOC(=O)C(CC)n1cnc2c(nnn2-c2cccc(OC)c2)c1=O (stereo not given)	5	3.4	-8	0	-11	-1	-2	0.1
CCOC(=O)[C@]12CCC=C1N(CCC1=CCCCC1)C(=O)[C@H](CC(=O)NCc1cccc3ccccc13)C2	.	-0.2	.	-2	-43	-4	.	-0.1
COC(=O)C1=C(O)/C(=C\c2ccc(OCC(=O)Nc3ccccc3OC)cc2)N=C1C	7	-1.3	3	0	-27	6	7	-0.1
Cc1cc(Nc2ccc(F)cc2)n2nc(C)nc2n1	-5	-2.7	.	.	-5	-1	-5	0.3
NC(=O)CSC1=N/C(=C\c2ccco2)C(=O)N1c1ccc(OC(F)F)cc1	.	2.8	-6	-1	-24	-22	.	-0.1
CCC(=O)Nc1ccc2c(c1)C(=O)N(C)C[C@@H](OC)[C@H](C)CN(Cc1ccccc1F)[C@@H](C)CO2	-8	-2.2	-7	3	-17	-23	-4	0.0
O=C(CSc1nnnn1-c1cccc2ccccc12)N1CCOCC1	0	.	-3	.	.	13	6	.
CN(C)C(=O)C[C@@H]1CC[C@@H]2[C@H](COc3ccc(NC(=O)Nc4cccc(Cl)c4)cc3C(=O)N2C)O1	-4	-0.4	2	1	0	-24	-3	0.1
COc1ccc(Cl)cc1-c1nc(SCC(=O)NC(C)C(C)C)n[nH]1 (stereo not given)	3	3.8	-8	-2	-5	5	9	0.2
COC(=O)C1=C(C)N(Cc2ccc(C(F)(F)F)cc2)C(=NCc2ccccc2C(F)(F)F)NC1c1cccc(Cl)c1 (stereo not given)	.	1.2	.	-1	-28	242*	.	-0.2
COCCNC(=S)NNC(=O)c1cccs1	1	-4.9	7	1	4	-4	1	0.1
O=C(CSc1ccccn1)N1CCNC1=O	.	-0.2	-2	1	-14	.	.	0.3
O=c1[nH]c(-c2ccc(O)cc2)nc2scc(-c3cccs3)c12	61*	-2.1	9	-5	-10	-5	7	-0.1
CC(OC(=O)c1cccc([N+](=O)[O-])c1)C(=O)NCc1ccc2c(c1)OCO2 (stereo not given)	-2	-6.1	0	3	-6	-2	-2	1.6
CC(=O)Nc1ccc(S(=O)(=O)NCC(=O)NNC(=O)COc2ccccc2Cl)cc1	.	-1.9	3	-1	-6	-1	-4	0.2
CC(C)C(NC(=O)C1(NC(=O)OCc2ccccc2)CCCC1)C(=O)O (stereo not given)	4	0.3	-53	0	-15	-19	3	0.0
Cn1c(SCC(=O)NCC2CCCO2)nc2scc(-c3ccccc3)c2c1=O (stereo not given)	-7	1.8	-2	0	-17	10	3	0.0
CC(C)c1ccc(/C=C/C(=O)NC(=S)NN2CCOCC2)cc1	.	1.2	-2	-2	0	-3	2	0.0
Cc1ccc2c(c1)cc(CN(Cc1ccco1)C(=O)N1CCOCC1)c1nnnn12	7	1.7	-5	.	-5	17	1	0.1
CCOCCCNCC(=O)Nc1cc(S(=O)(=O)N2CCOCC2)ccc1N1CCOCC1	-8	0.1	0	-1	-10	7	-8	1.0
C[C@@H]1CN([C@H](C)CO)C(=O)c2cc(/C=C/c3ccccc3)cnc2O[C@H]1CN(C)C(=O)c1cccc(F)c1	6	1.1	-3	-2	5	-11	-1	-1.2
Cc1oc(-c2ccccc2Cl)nc1CS(=O)(=O)CC(=O)NCCc1ccccc1	7	-6.8	-8	1	-6	-21	4	0.0
COc1ccc(OC)c(NC(=O)C2(C)CCN2C(=O)CC2CC2)c1 (stereo not given)	-1	-1.7	.	1	-1	.	-8	-0.1
O=C(/C=C/c1ccco1)N1CCN(S(=O)(=O)/C=C/c2ccccc2)CC1	-7	2.1	0	-5	-13	-8	-11	0.2
COc1ccc(C(=O)O)nc1C	-2	0.5	-11	-3	-19	7	-6	0.0
Cc1ccccc1S(=O)(=O)N1[C@@H](c2ccccc2)C(C(=O)O)=CC[C@H]1c1ccc(Cl)cc1	3	0.0	-1	.	-4	-15	9	-0.1
COc1ccccc1C(=O)Nc1nc(-c2ccc3c(c2)OCCO3)cs1	-12	0.2	0	0	-14	.	6	0.1
C[C@H](NC(=O)[C@H]1[C@H](CO)[C@H]2Cn3c(cccc3=O)[C@@H]1N2Cc1ccccc1)c1ccccc1	1	-0.8	-17	-2	2	0	-1	0.6
Cc1ccccc1NC(=O)c1ccccc1NC(=O)c1cccs1	2	-2.4	-7	-4	-6	4	5	0.2
CCc1nnc(NC(=O)c2ccc(S(=O)(=O)N3CCOCC3)cc2)s1	-5	0.0	-8	2	3	.	-11	0.1
Cc1ccc(S(=O)(=O)Nc2ccc3c(c2)CC(=O)N([C@H](C)CO)C[C@H](C)[C@@H](CN(C)C(=O)Nc2ccc4c(c2)OCO4)O3)cc1	5	0.8	-42	1	0	-1	-1	-0.6
CO[C@H](CN(C)C(=O)c1ccc2c(c1)OCO2)[C@H](C)CN([C@@H](C)CO)S(=O)(=O)c1ccc(F)cc1	-4	-4.0	14	-1	16	-5	1	0.0
COc1nccnc1NS(=O)(=O)c1ccc(N=Cc2c(C)[nH]n(-c3ccccc3)c2=O)cc1	-6	-1.4	0	4	-8	-7	-2	0.0
COC(=O)c1ccc2nc(-c3ccc(OC)c(OC)c3)c(Cc3ccccc3OC)n2c1	10	0.9	.	9	-8	12	-1	.
NC(=O)CC(c1ccccc1)c1ccc2c(c1)OCO2 (stereo not given)	-2	0.3	2	-2	-6	0	-2	0.2
CC(C)(C)NC(=O)c1ccc2c(c1)C(=O)N(C1CCCCC1)C2=O	43*	.	-4	1	-11	-4	6	.
C[C@@H]1CCCCO[C@H](CN(C)C(=O)c2ccncc2)[C@@H](C)CN([C@@H](C)CO)C(=O)c2cc(N(C)C)ccc2O1	-5	-3.3	.	.	.	-1	.	0.2
Oc1[nH]c2ccccc2c1N=Nc1ccc(F)cc1	.	.	-2	-1	i	.	.	-0.1
O=C(CN1C(=O)NC2(CCCC2)C1=O)Oc1ccc2ccc(=O)oc2c1	0	4.7	-3	57*	-11	5	8	-0.1
C/C=C/c1ccc2c(c1)O[C@H](CN(C)Cc1ccccc1)[C@@H](C)CN([C@H](C)CO)S2(=O)=O	-6	1.8	5	3	2	-23	-10	-0.6
Cc1ccc(S(=O)(=O)N(C)C[C@H]2OCCCC[C@H](C)Oc3ccc(NS(=O)(=O)c4c(C)noc4C)cc3C(=O)N([C@H](C)CO)C[C@H]2C)cc1	8	2.9	-6	-3	-71	-6	4	3.4
COc1ccc(-c2ccc3c(c2)O[C@H](CN(C)C)[C@H](C)CN([C@H](C)CO)S3(=O)=O)cc1	-4	-3.6	-3	1	7	10	7	0.0
